Bioassay records from PubChem BioAssay.
AID2073: disruptors of CaV2.2 binding to Mint1 – biochemical, HTRF (AID 2073). HTRF protein-protein interaction, Mint1-CaV2.2; higher % means a stronger effect. one-dose inhibition, % at 20 µM; IC50 in µM for titrated hits. actives 0.19% (n = 290,000); in the data active means inhibition mostly above about 51%, no sharp cut-off; further: some results filed as inactive read as strong as hits
XIAP antagonists: XIAP antagonists, biochemical, IAP family, fluorescence polarization (AID 1018). XIAP BIR domain, fluorescence polarization peptide displacement; higher % means a stronger effect. displacement, % at 20 µM; hits with a dose series show IC50 in µM. actives 0.007% (n = 200,000); in the data active means displacement above about 50%; further: a part of the inactive calls stands beside numbers as strong as those of hits
HIV fusion peptide: cell-free HIV fusion peptide-binding blockers – biochemical, uHTS, fluorescence dequenching, primary screen (AID 1986); cell-free peptide binding, fluorescence dequenching, 30 min; higher % means a stronger effect; one-dose inhibition, % at 20 µM; IC50 in µM for titrated hits; actives 0.3% (n = 290,000); in the data active means inhibition mostly above about 52%, no sharp cut-off; inactive means mostly below about 76%; further: some results filed as inactive read as strong as hits
LYP inhibition: inhibitors of LYP phosphatase, biochemical, fluorescence intensity, uHTS (AID 1779) | actives 0.054% (n = 290,000) | inhibition, % at 11.5 µM, or IC50 in µM where a hit was titrated | recombinant LYP phosphatase, fluorescence intensity; higher % means a stronger effect;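 further: plate controls were vehicle with enzyme for no effect and no enzyme for full effect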
Myeloid diff MLP: promotes myeloid progenitor differentiation. ER-HoxA9 myeloid progenitors, lysozyme-GFP differentiation, flow cytometry. calls only at 10 µM. actives 1% (n = 360,000);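 active means normalized GFP-positive differentiation at or above the plate's own cutoff, the solvent-only control mean plus 3 SD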;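 further: cells exposed to compound for four days before flow analysis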
NS5 inhibitors: Dengue-2 NS5 methyltransferase inhibitors, primary screen, biochemical, confirmation dose response (AID 588689) | actives 0.3% (n = 340,000) | Dengue-2 NS5 methyltransferase capping enzyme assay, biochemical; higher % means a stronger effect | inhibition, % at 25 µM; hits with a dose series show IC50 in µM; in the data active means a potency from the dose series
Siah-1 displacement: Siah-1 peptide-binding antagonists, primary screen, biochemical, fluorescence polarization, rhodamine-plectin, uHTS (AID 1817); Siah-1 / rhodamine-plectin peptide fluorescence polarization; higher % means a stronger effect; actives 0.02% (n = 290,000); displacement, % at 20 µM; hits with a dose series show IC50 in µM;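 active means displacement of at least 50% at 20 µM, with a fluorescence ratio check between 0.3 and a set limit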;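 further: plate controls were Siah plus tracer with DMSO for no effect and tracer alone without Siah for full effect; strong numbers were not always called active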
HEK293 NOD2/NF-kB: inhibition of NOD2-driven NF-kB reporter – cell-based, luminescence, uHTS, HEK293 (AID 1566) | HEK293 NOD2/NF-kB luciferase reporter, luminescence; higher % means a stronger effect | inhibition, % at 4 µM, or EC50 in µM where a hit was titrated | actives 0.63% (n = 290,000); further: many of its hits are not listed in these tables
Lipid droplet: hepatic lipid droplet formation modulation; AID 1656; AML12 mouse hepatocytes, oleate lipid droplets, BODIPY imaging; inhibition, % at 6.5 µM; actives 0.4% (n = 240,000);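 active means lipid droplet intensity inhibited by at least 50%, with more than 500 cells counted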
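Assay system: AML12 hepatocytes (mouse) / Also added: 100 µM oleic acid challenge / Times: overnight treatment with compound plus oleate / Detection: high-content imaging of BODIPY-stained droplets and DAPI nuclei / Evaluation: % inhibition of lipid droplet signal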
Lipid droplet cells 6.5 µM: also measured in Lipid droplet; calls as there; cell count; measured here: cell count, cytotoxicity flag;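 cells counted across two imaged fields per well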
NS5 inhibitors pilot replicate: second read-out of NS5 inhibitors, no call of its own (marks repeat the call); inhibition, %; measured here: pilot screen replicate inhibition
Myeloid diff MLP GFP+ MAC1+ %: second read-out of Myeloid diff MLP, no call of its own (marks repeat the call); GFP+ MAC1+ double positive, %; measured here: differentiation confirmed by MAC1 staining
Numbers without * were called inactive; i = inactive; · = no result given. Unless noted, no stated cut-off is given here; in the data, active means inhibition above about 50%; inactive means the rest. This is a subset (hit frequency here may not be typical).

SMILES | AID2073 | XIAP antagonists | HIV fusion peptide | LYP inhibition | Myeloid diff MLP | Myeloid diff MLP GFP+ MAC1+ % | NS5 inhibitors | Siah-1 displacement | HEK293 NOD2/NF-kB | Lipid droplet | Lipid droplet cells 6.5 µM | others
O=C(Nc1cccc(C(F)(F)F)c1)C12CC3CC(CC(C3)C1)C2 | -5% | -9.6% | 2.9% | -3% | i | 4.6 | -4% | 6% | 2% | 6 | 681
Cc1cc(C)cc(NC(=O)NCc2nnc(SCc3ccccc3)n2C)c1 | -4% | -4.9% | -1.3% | -3% | i | 0.9 | -6% | -2% | 6% | · | ·
CC1(C)CC(=O)N(c2cccc(Cl)c2)C(=O)C1 | 14% | · | 0.0% | -13% | i | 0.1 | -4% | 2% | 8% | · | ·
CC(=O)C1CCCN(C(=O)c2ccc3oc(CCc4ccccc4)nc3c2)C1 (centres undefined) | 6% | · | -1.3% | -12% | i | 1.1 | -16% | 2% | -31% | -7 | 736
Cc1ccc(-c2nn(CCC(=O)NCC3CCCO3)c(=O)c3ccccc23)cc1 (centres undefined) | -4% | -7.3% | -4.5% | -8% | i | 1.4 | -1% | -1% | 5% | · | ·
CCOC(=O)C1=C(NC(=S)NC(=O)c2ccccc2)c2ccccc2CC1(C)CC (centres undefined) | -14% | -0.9% | 2.3% | 6% | i | 0.8 | 3% | 0% | -36% | -16 | 565
O=C(CC(=O)Nc1cccc(Cl)c1Cl)Nc1cccc(Cl)c1Cl | 10% | · | -1.9% | -6% | i | 0.3 | 0% | -4% | 7% | · | ·
COc1ccc(CN2C(=O)NC3(CCCC3)C2=O)cc1F | 1% | -8.7% | 0.6% | -5% | i | 0.2 | -2% | -2% | 5% | 0 | 696
Cc1c(NS(=O)(=O)c2ccc(N)cc2)c(=O)n(-c2ccccc2)n1C | 6% | · | 0.3% | -12% | i | 0.7 | -11% | 5% | -2% | 15 | 867
COc1ccccc1NC(=O)CCCN1C(=O)C2CC=CCC2C1=O (centres undefined) | 7% | · | -0.5% | -7% | i | 1.0 | -4% | 0% | -3% | 13 | 682
CCOC(=O)CN1C(=O)C(Sc2n[nH]c(-c3ccc(C)cc3)n2)CCc2ccccc21 (centres undefined) | -4% | -6.6% | 1.0% | 3% | i | 0.3 | -8% | 3% | 25% | · | ·
O=C(c1cc2c(cc1Br)OCCCO2)N1CCCCC1 | -8% | -11% | 0.4% | -7% | i | 0.6 | -7% | 2% | 4% | -4 | 574
CCN(c1ccccc1)c1nc2ccsc2c(=O)s1 | 4% | -15% | 1.2% | 5% | i | 0.2 | -8% | -1% | 6% | 15 | 672
Cc1ccc(C)c(S(=O)(=O)N/N=C2/CCCc3ccccc32)c1 | 2% | -0.7% | 0.2% | -6% | i | 0.8 | -2% | -5% | 12% | -4 | 733
CCCn1c(CN2CCN(C)CC2)nc2ccccc21 | -2% | -6.4% | 1.4% | -7% | i | 3.7 | -8% | 0% | 0% | -23 | 802
O=C(Cn1nnc(-c2ccccc2F)n1)Nc1ccc(S(=O)(=O)NC2CCCC2)cc1 | 16% | -4.3% | -0.6% | 2% | i | 3.0 | 4% | -4% | -1% | · | ·
Cc1cc(C)c(S(=O)(=O)n2ccc(-c3ccc(OCCN(C)c4ccccn4)cc3)n2)c(C)c1 | 4% | -2.7% | -4.2% | 1% | i | 0.3 | -12% | 2% | 9% | · | ·
C=CCOC(=O)CCC(=O)Nc1cc(OC)nc(OC)n1 | -3% | -2.6% | -0.6% | -5% | i | 0.3 | -3% | -2% | 8% | -5 | 694
CN1C(=S)SC(C)(C)C1(C)NO (centres undefined) | -5% | -5.3% | -2.2% | -8% | i | 0.8 | 0% | -3% | 0% | · | ·
N#CC(c1ccccc1)C1CCN(Cc2ccccc2)CC1 (centres undefined) | -1% | 1.6% | 0.8% | -5% | i | 0.7 | -14% | 9% | -3% | 1 | 664
CCN1CCN(CCCNC(=O)c2cc3c(=O)oc4ccc(C)cc4c3s2)CC1 | 8% | · | -1.7% | -10% | i | 2.0 | 5% | 1% | 14% | -24 | 639
Cc1ccc(SC(C)C(=O)NC(N)=O)c(C)c1 (centres undefined) | -2% | -0.1% | -1.2% | -6% | i | 0.2 | -2% | 1% | 13% | 0 | 650
Cc1c(Cl)c([N+](=O)[O-])nn1CC(=O)N1CCN(C23CC4CC(CC(C4)C2)C3)CC1 | -2% | · | 0.2% | -2% | i | 0.9 | 9% | 4% | -58% | · | ·
Cc1cccc(C)c1NC(=O)C1CCCN1C(=O)NCc1ccccc1 (centres undefined) | 5% | · | -2.0% | -9% | i | 0.2 | -2% | 0% | 14% | 5 | 788
COc1ccccc1-n1cnc2cc(NS(=O)(=O)c3ccc(Br)cc3)ccc21 | 15% | -6.4% | 3.9% | 9% | i | 0.6 | 1% | 2% | 19% | 30 | 768 | NS5 inhibitors pilot replicate=0.6
SMILES | AID2073 | XIAP antagonists | HIV fusion peptide | LYP inhibition | Myeloid diff MLP | Myeloid diff MLP GFP+ MAC1+ % | NS5 inhibitors | Siah-1 displacement | HEK293 NOD2/NF-kB | Lipid droplet | Lipid droplet cells 6.5 µM | others
Cn1cccc1Cc1nnc(SCC(=O)NCCc2ccccc2)n1C | -9% | 0.1% | 0.1% | -3% | i | 1.0 | -12% | 16% | 5% | -4 | 732
CCCCOc1ccc(CNC(=O)NS(=O)(=O)c2ccc(OCC(C)C)cc2)cc1 | 8% | -1.5% | 4.5% | -5% | i | 1.0 | -2% | 5% | 5% | 4 | 744
CC(C)(C)n1nc2c(c1NC(=O)Cc1cccc3ccccc13)CS(=O)(=O)C2 | 5% | -3.8% | -1.0% | -4% | i | 0.5 | -3% | 14% | 3% | -16 | 684
NC(=O)C1CCN(C(=O)CSc2nc3ccccc3o2)CC1 | 3% | -1.8% | 0.1% | -6% | i | 1.5 | -2% | 5% | -3% | 18 | 628
Cc1cc(C)c2c(CC(=O)N3CCCC3)coc2c1 | 0% | · | 1.0% | -6% | i | 0.6 | · | 0% | 4% | -10 | 840
CCN1C(=O)/C(=C\C(=O)c2cccs2)c2cc(Br)ccc21 | 33% | -3.9% | -1.6% | 3% | i | 2.0 | -4% | 7% | 2% | 7 | 657
COc1ccc(CC(=O)N/N=C(/C)c2ccco2)cc1 | 8% | -3.1% | 1.0% | -6% | i | 0.2 | 3% | 1% | -12% | 25 | 687
Cc1nn(C(C)C(=O)N2CCCC2)c(=O)c2nn(-c3ccccc3)c(C)c12 (centres undefined) | 8% | · | 0.0% | -8% | i | 3.5 | -3% | -7% | 9% | -4 | 650
CC(C)(C)CC(C)(C)NC(=O)CSCC(=O)Nc1ccc2ccccc2c1 | 8% | -2.5% | 2.0% | 9% | i | 13 | 5% | -1% | -8% | 0 | 700
Cn1cccc1Cc1nnc(SCC(=O)NCc2ccc(F)cc2)n1-c1ccc(F)cc1 | -3% | -9.0% | -1.8% | 1% | i | 2.6 | -1% | 0% | 15% | 0 | 716
COc1cc(/C=N/N=C2/NC(=O)C(CC(=O)O)S2)ccc1OCc1cccc(Cl)c1 (centres undefined) | 19% | -5.4% | 47% | 5% | i | 0.1 | 21% | -1% | 5% | 20 | 716
COc1ccc(F)cc1S(=O)(=O)NCC1CCCO1 (centres undefined) | -3% | · | -0.4% | -7% | i | 0.8 | -3% | 2% | 3% | -14 | 772
CC1(C)CN(c2ccc(F)cc2)C1=O | -3% | -0.3% | 0.0% | -1% | i | 0.0 | -4% | 1% | 10% | 10 | 720
Cc1cc(-c2nc3ccccc3[nH]2)ccc1N | 14% | -3.8% | 1.6% | -5% | i | 0.1 | -10% | 0% | -71% | -11 | 695
Cc1ccc(S(=O)(=O)N2CCN(C(=O)c3ccc(OCc4c(C)noc4C)cc3)CC2)cc1 | -4% | -6.2% | 0.6% | -6% | i | 0.2 | -2% | 4% | 22% | -6 | 716
O=C(CSc1nccc(=O)[nH]1)NC1CCCc2ccccc21 (centres undefined) | -4% | · | 0.0% | -10% | i | 0.4 | -2% | 14% | 18% | 2 | 681
COc1ccc(CCN2CCCn3c2nc2c3c(=O)n(Cc3ccccc3F)c(=O)n2C)cc1OC | 6% | -3.7% | -6.7% | -5% | i | 0.1 | -2% | -5% | 30% | · | ·
Cc1ccc(NC(=O)C(OC(=O)c2ccccc2Cl)c2ccccc2)cc1Cl (centres undefined) | 12% | -4.9% | 1.7% | 2% | i | 0.2 | -5% | -5% | -23% | 3 | 703
CN(C)CCCCNCCCNC(=O)/C=N\O | 19% | -1.1% | -0.9% | -3% | i | 4.9 | 4% | 4% | 19% | -85 | 652
CCOc1ccc(S(=O)(=O)N2Cc3ccccc3CC2C(=O)NCCCn2ccnc2)cc1 (centres undefined) | 15% | -2.9% | -1.0% | -1% | i | 0.6 | -5% | 1% | 0% | · | ·

Structural class: those above containing an aryl methoxy group
SMILES | AID2073 | XIAP antagonists | HIV fusion peptide | LYP inhibition | Myeloid diff MLP | Myeloid diff MLP GFP+ MAC1+ % | NS5 inhibitors | Siah-1 displacement | HEK293 NOD2/NF-kB | Lipid droplet | Lipid droplet cells 6.5 µM | others
COc1ccc(CN2C(=O)NC3(CCCC3)C2=O)cc1F | 1% | -8.7% | 0.6% | -5% | i | 0.2 | -2% | -2% | 5% | 0 | 696
COc1ccccc1NC(=O)CCCN1C(=O)C2CC=CCC2C1=O (centres undefined) | 7% | · | -0.5% | -7% | i | 1.0 | -4% | 0% | -3% | 13 | 682
C=CCOC(=O)CCC(=O)Nc1cc(OC)nc(OC)n1 | -3% | -2.6% | -0.6% | -5% | i | 0.3 | -3% | -2% | 8% | -5 | 694
COc1ccccc1-n1cnc2cc(NS(=O)(=O)c3ccc(Br)cc3)ccc21 | 15% | -6.4% | 3.9% | 9% | i | 0.6 | 1% | 2% | 19% | 30 | 768 | NS5 inhibitors pilot replicate=0.6
COc1ccc(CC(=O)N/N=C(/C)c2ccco2)cc1 | 8% | -3.1% | 1.0% | -6% | i | 0.2 | 3% | 1% | -12% | 25 | 687
COc1cc(/C=N/N=C2/NC(=O)C(CC(=O)O)S2)ccc1OCc1cccc(Cl)c1 (centres undefined) | 19% | -5.4% | 47% | 5% | i | 0.1 | 21% | -1% | 5% | 20 | 716
COc1ccc(F)cc1S(=O)(=O)NCC1CCCO1 (centres undefined) | -3% | · | -0.4% | -7% | i | 0.8 | -3% | 2% | 3% | -14 | 772
COc1ccc(CCN2CCCn3c2nc2c3c(=O)n(Cc3ccccc3F)c(=O)n2C)cc1OC | 6% | -3.7% | -6.7% | -5% | i | 0.1 | -2% | -5% | 30% | · | ·
